N-glyco inh – N-linked glycosylation inhibition. D54 ERlucT glycosylation luciferase reporter, 24 h; percent of 100 nM tunicamycin response. reporter increase, % at 12.5 µM. hit rate 0.23% among 360,000. AID 588692;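 active means mean luciferase reporter signal, scaled so untreated is 0 and the glycosylation-blocking control 100, at or above a set limit in every replicate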;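 further: luciferase carries N-glycosylation sites so blocking glycosylation raises the light; 0% = median of neutral control wells and 100% = median of 100 nM tunicamycin wells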
H9c2 protect – modulators protecting cardiomyocytes from myocardial damage; AID 588492; hit rate 0.63% among 360,000; H9c2 cardiomyocytes, H2O2 injury protection, ATPLite, 2 h; protection from H2O2 cell death, % at 20 µM;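 active means compounds giving at least 50% protection of heart cells from peroxide-induced death in the single-dose screen, raw or plate-pattern-corrected value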;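 further: 0% = DMSO wells with peroxide and 100% = DMSO wells without peroxide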
ABHD5-PLIN5 inh – blocks binding of human ABHD5 to perilipin-5 | Q00G26+Q8WTS1 | Split G. princeps luciferase complementation, luminescence, 4 h | inhibition, % at 4 µM | hit rate 0.78% among 360,000 | AID 602281;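 active means inhibition above the mean inhibition across every tested compound plus 3 SD, cut at about 22% in these data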;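 further: 0% = DMSO only wells and the 100% control is not disclosed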
Granule exo inh – lytic granule exocytosis inhibition | TALL-104 LAMP-1 surface exposure, flow cytometry; cells stimulated with thapsigargin and PMA | inhibition, % at 10 µM | hit rate 0.66% among 360,000;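 active means inhibition above about 55%, limit read from the data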
MC4R antag cAMP – human MC4R antagonism in cAMP assay | P32245 | MC4R-expressing cells, MTII-stimulated cAMP, LANCE TR-FRET | hit rate 0.48% among 360,000 | AID 540295 | inhibition, % at 6.5 µM;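 active means inhibition above its plate's cutoff, the mean of tested wells on that plate plus 3 SD, cut at about 29% in these data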;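 further: 0% = Melanotan II alone and 100% = Melanotan II plus saturating MCL0020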
Target sequence (P32245 whole entry, looked up): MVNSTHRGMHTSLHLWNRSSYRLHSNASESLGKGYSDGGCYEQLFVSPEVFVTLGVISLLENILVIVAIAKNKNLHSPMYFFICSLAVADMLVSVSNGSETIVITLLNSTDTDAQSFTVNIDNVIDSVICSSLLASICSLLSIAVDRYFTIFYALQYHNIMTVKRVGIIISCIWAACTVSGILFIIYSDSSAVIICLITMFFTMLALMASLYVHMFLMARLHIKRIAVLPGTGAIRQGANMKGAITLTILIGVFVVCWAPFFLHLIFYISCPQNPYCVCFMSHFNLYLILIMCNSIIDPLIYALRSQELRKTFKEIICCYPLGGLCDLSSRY
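Assay system: U2OS-MC4R stable cell line; Also added: Melanotan II; Technique: Eu-cAMP/anti-cAMP TR-FRET, emission 671 nm; Times: 30-min compound, 1-h challenge, 1-h detection, room temperature.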
CaV13 FRET inh – Primary screen for inhibitors of IQ motif and Ca2+-dependent inactivation inhibitor domain binding in CACNA1D, Förster resonance energy transfer in living cells, …; HEK cells, CFP/YFP FRET ICDI-IQ, plate reader, 10 min; percent FRET-ratio fall versus neutral wells; inhibition, % at 12.3 µM; hit rate 0.098% among 340,000;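 active means mean replicate inhibition of at least 30% and at least 1% of replicates passing that level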;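 further: 0% = median of the neutral control wells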
MC4R ag barr – agonists of human melanocortin 4 receptor (MC4R) beta-arrestin; P32245; U2OS MC4R beta-arrestin complementation, luminescence; percent of melanotan II response, DMSO zero; activation, % at 8.9 µM; hit rate 0.98% among 360,000; AID 540308;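 active means activation above a per-plate cutoff, the mean activation of sample wells on that plate plus 3 SD, cut at about 8% in these data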
ABCB6 inh 2 – inhibitors of human ABC transporter ABCB6; Q9NP58; K562-ABCB6 porphyrin accumulation, flow cytometry, 1 h; active compounds read low; fluorescence ratio to DMSO, % at 10 µM; hit rate 0.19% among 360,000; AID 602162;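 active means fluorescence ratio to DMSO below 75%, the collection mean minus 3 SD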;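 further: signal is porphyrin accumulated inside mitochondria; 100% equals median channel fluorescence of DMSO control wells; lower ratio means ABCB6 inhibition with less porphyrin fluorescence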
m5-HT2A agonist – agonists of mouse serotonin 5-HT2A receptor (HTR2A) | P35363 | CHO-K1 mHTR2A beta-arrestin complementation, luminescence; percent of 30 µM serotonin response | activation, % at 7.6 µM | hit rate 0.66% among 360,000;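 active means activation above a run cutoff, the mean activation of all tested compounds plus 3 SD, cut at about 14% in these data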;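 further: 0% = plate median of compound wells and 100% = 30 µM serotonin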
PDI turbidity – PDI (human) enzyme inhibition; AID 588391; inhibition, % at 10 µM; P07237; hit rate 0.052% among 350,000; PDI insulin aggregation turbidity, A650, 90 min;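 active means mean inhibition across replicates of 30% or more, whatever share of single replicates reach that level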;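 further: absorbance from insulin aggregation driven by PDI reduction with DTT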
Target sequence (P07237 whole entry, looked up): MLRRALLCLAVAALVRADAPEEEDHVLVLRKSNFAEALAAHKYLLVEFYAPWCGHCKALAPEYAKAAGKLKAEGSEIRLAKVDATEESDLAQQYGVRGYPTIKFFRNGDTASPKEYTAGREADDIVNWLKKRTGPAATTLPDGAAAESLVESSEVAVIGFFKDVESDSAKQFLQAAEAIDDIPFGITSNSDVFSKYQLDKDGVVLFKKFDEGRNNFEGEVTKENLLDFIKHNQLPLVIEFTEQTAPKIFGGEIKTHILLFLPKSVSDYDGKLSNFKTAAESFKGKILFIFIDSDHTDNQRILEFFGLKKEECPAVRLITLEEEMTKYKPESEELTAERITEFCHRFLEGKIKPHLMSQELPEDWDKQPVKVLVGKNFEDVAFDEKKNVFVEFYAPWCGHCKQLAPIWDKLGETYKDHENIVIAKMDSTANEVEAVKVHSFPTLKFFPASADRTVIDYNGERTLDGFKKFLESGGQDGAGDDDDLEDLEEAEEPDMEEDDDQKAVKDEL
Starred values were filed as active, the others as inactive; . = not tested or not shown. This is a random part of the collection. About 4.2% of those tested had a hit in this group.

SMILES	N-glyco inh	H9c2 protect	ABHD5-PLIN5 inh	Granule exo inh	MC4R antag cAMP	CaV13 FRET inh	MC4R ag barr	ABCB6 inh 2	m5-HT2A agonist	PDI turbidity
CCCCCOc1ccc(C(=O)NCCC(=O)NCCCC(=O)OCC)cc1	-1	-7	-1	2	-1	-3	-0.1	96	8	1
CC1CC(=O)N(c2ccc(NCCc3ccc(O)cc3)c([N+](=O)[O-])c2)C1=O (centres undefined)	1	-16	5	-2	9	4	-1.9	93	-7	-7
CN(NC1OC(=O)c2ccccc21)c1ccc(C(F)(F)F)cc1[N+](=O)[O-] (centres undefined)	4	2	3	-13	-3	-4	0.8	99	1	19
CC1(C)C([N+](=O)[O-])C(c2ccc(F)cc2)NC(c2ccc(F)cc2)C1[N+](=O)[O-] (centres undefined)	-5	-3	-8	-6	20	-5	6.6	96	0	2
CC(C)(C)C(=O)Nc1ccc(C(=O)CSc2nnc(C3CC3)n2C2CC2)cc1	1	-5	0	-2	5	-2	-0.3	102	8	-6
CC(C)[C@H](NC(N)=O)C(=O)NNC(=O)COc1cccc(C(F)(F)F)c1	3	5	-8	0	9	-4	-0.4	96	6	7
COc1ccc2cc(OCC(=O)NNC(=O)Nc3ccc(C(C)=O)cc3)ccc2c1	0	-6	3	1	2	-9	-1.2	100	-4	-1
COc1cc2c(cc1OC)C(C(=O)NCCN(C)C)C(c1cccs1)N(C)C2=O (centres undefined)	1	5	-6	1	5	2	0.0	105	3	3
CCC(NC(=O)c1ccc([N+](=O)[O-])cc1[N+](=O)[O-])c1ccccc1 (centres undefined)	2	3	4	-1	-6	.	0.2	94	2	-3
CC(C)NC(=O)c1cc(C2CCCCN2S(=O)(=O)c2cccc3cccnc23)on1 (centres undefined)	0	13	-6	-6	3	-5	-0.8	102	-6	-1
CC1Cc2ccccc2N1C(=O)CSc1nnc(C2CC2)n1C (centres undefined)	1	1	4	-2	14	-5	-0.2	112	2	-4
CC(C)(C)Cc1c(C2CCCCC2)nc2ccc(Cl)cn12	-2	-6	-6	-1	.	-4	.	101	8	.
Cc1ccc(S(=O)(=O)Cn2cnnn2)cc1	1	6	-4	2	-3	-4	-2.8	60*	4	6
Cc1ccc(C(=O)/C=C/Nc2ccccc2C(N)=O)o1	-5	14	4	2	3	-10	-2.2	102	-4	-1
Cc1ccc(CNC(=O)COC(=O)CCOc2ccc(C)cc2)cc1	-2	0	-12	-10	13	-6	-3.5	97	-8	-3

Whole records, looked up by structure. Order of screens: N-glyco inh, H9c2 protect, ABHD5-PLIN5 inh, Granule exo inh, MC4R antag cAMP, CaV13 FRET inh, MC4R ag barr, ABCB6 inh 2, m5-HT2A agonist, PDI turbidity
CC(C)(C)Cc1c(C2CCCCC2)nc2ccc(Cl)cn12 is entered as -2, -6, -6, -1, ., -4, ., 101, 8, .
CC(C)(C)C(=O)Nc1ccc(C(=O)CSc2nnc(C3CC3)n2C2CC2)cc1 is entered as 1, -5, 0, -2, 5, -2, -0.3, 102, 8, -6

More structures follow.
SMILES	N-glyco inh	H9c2 protect	ABHD5-PLIN5 inh	Granule exo inh	MC4R antag cAMP	CaV13 FRET inh	MC4R ag barr	ABCB6 inh 2	m5-HT2A agonist	PDI turbidity
N#Cc1ccccc1Cn1cc(/C=N/Nc2ccc([N+](=O)[O-])cn2)c2ccccc21	-14	-6	6	0	20	-8	1.6	468	1	4
NC(=O)c1ccc(NC(=O)CN2CCN(S(=O)(=O)c3ccc4c(c3)OCCO4)CC2)cc1	0	3	2	0	-7	-4	1.7	97	11	0
CCN(CC(=O)Nc1c(F)cccc1F)C(=O)c1ccc(S(=O)(=O)NCc2ccco2)cc1	-2	0	7	6	4	-7	-1.8	100	5	2
COc1cccc(C2C3=C(CCCC3=O)Nc3nc(-c4cc(OC)c(OC)c(OC)c4)nn32)c1 (centres undefined)	3	11	-2	15	-4	-4	-0.9	97	-3	-5
Nc1ccc2c(c1)C(=O)c1ccccc1C2=O	6	-10	3	-3	-1	-2	-2.7	103	3	1
CCn1ncc(CNC(=O)CCCSc2nc(-c3ccco3)cc(C(F)(F)F)n2)c1C	3	-4	2	0	-1	.	0.1	97	-2	-14
CCOc1ccc2oc(C(=O)OCC(=O)NCC3CCCO3)c(C)c2c1 (centres undefined)	-1	-1	-7	-6	10	-6	-1.0	95	-2	-3
Cc1cc(C(=O)Nc2ccc(C(=O)O)cc2)c(C)o1	0	-4	-7	-8	-6	-3	-0.3	112	0	0
COc1cccc(NC(=O)n2nc(N)cc2-c2ccc(Cl)cc2)c1	-4	-9	-10	0	-6	-6	3.7	96	-2	.
O=C(NCCc1cccnc1)C1CCC(=O)N(CCc2cccc(F)c2)C1 (centres undefined)	0	1	22*	-2	3	-6	2.1	106	7	0
CCC(C)N(C(=O)COC(=O)CSc1ccc([N+](=O)[O-])cc1)C1CCS(=O)(=O)C1 (centres undefined)	0	7	1	0	7	-11	-3.1	100	-11	-7
COc1ccc(/C=C2\SC(=O)N(CC(=O)Nc3cccc(C)c3)C2=O)cc1O	3	-2	6	-1	9	-4	5.6	94	-2	19
COc1c(C)cc(C(O)c2ncc(-c3ccccc3Cl)[nH]2)cc1C (centres undefined)	2	-16	-9	-2	3	-7	-2.8	100	-1	-6
Cc1cc(C)n2c(=O)c3ccc(Cl)cc3nc2c1C#N	3	2	2	-2	9	-5	-1.8	102	-4	-4
Cc1ccc(OCCC(=O)OCC(=O)Nc2ccc3c(c2)OCCO3)cc1	1	-2	2	-3	-4	-6	-0.2	102	-3	17
OC(COc1cccc2ccccc12)CN1CCN(c2ccccn2)CC1 (centres undefined)	1	8	4	1	8	-4	3.7	95	13	-1
COC(=O)c1ccccc1NC(=O)CSc1nnc(-c2cccc(NC(C)=O)c2)n1C	4	-2	4	-6	4	-6	-2.1	97	-1	0
CCN1CCOC(CC(=O)Nc2ccc([N+](=O)[O-])cc2)C1=O (centres undefined)	-4	0	7	5	6	-15	-2.8	100	8	-3
N#Cc1cccc(NC(=O)CN2C(=O)NC(Cc3ccccc3)C2=O)c1 (centres undefined)	1	1	4	1	-4	-5	0.7	96	-2	0
COC(=O)c1ccccc1S(=O)(=O)N1CCC(C(=O)OC(C)C(=O)Nc2ccccc2OC)CC1 (centres undefined)	2	18	-1	-8	23	-5	0.1	100	-5	-4
CN(C)c1nc(C(=O)NN)nc(N(C)C)n1	0	0	5	-2	-5	-9	-1.4	100	0	-4
C=C[C@@](C)(O)CC[C@@H]1[C@@]2(C)CCCC(C)(C)[C@@H]2CC[C@@]1(C)O	-3	-2	-7	-1	7	.	7.4	101	12	.
O=C(/C=C/c1ccc([N+](=O)[O-])o1)NNC(=O)c1ccc(F)cc1	-1	-6	19	5	5	-4	-4.6	100	-1	-6
O=C(NCc1n[nH]c(=S)n1-c1cccc(Cl)c1)c1ccc(S(=O)(=O)N2CCCC2)cc1	1	-1	-5	0	7	-9	-3.6	33*	0	11
CN(Cc1ccc(C(C)(C)C)cc1)C(=O)c1ccc2c(c1)OCO2	-2	-4	-2	-2	1	-6	1.1	96	-2	5
CN(C)N1C(N)=C(C#N)C(c2cccnc2)C2=C1CCCC2=O (centres undefined)	5	-2	-5	1	-4	-7	3.0	102	1	-8
CCOc1ccc(C(=O)OC(C)CN2CCCCC2)cc1 (centres undefined)	-3	-4	0	23	10	-19	-2.3	96	-5	0
Cc1ccccc1-c1n[nH]nc1C1=CC(=O)CC(C)(C)C1	0	10	-11	-2	6	-3	1.9	101	-2	-7
COc1cc(C(=O)N2CCCCC2c2cc(C(=O)Nc3ccccc3Cl)no2)cc(OC)c1C (centres undefined)	-2	-8	6	0	10	-12	0.1	102	-1	5
CCCCOCCCNC(=O)Cc1cccs1	7	0	-4	5	6	.	-2.0	106	-5	0

Some entries already given, reduced to H9c2 protect:
compound | H9c2 protect
O=C(/C=C/c1ccc([N+](=O)[O-])o1)NNC(=O)c1ccc(F)cc1 | -6
O=C(NCc1n[nH]c(=S)n1-c1cccc(Cl)c1)c1ccc(S(=O)(=O)N2CCCC2)cc1 | -1
CN(Cc1ccc(C(C)(C)C)cc1)C(=O)c1ccc2c(c1)OCO2 | -4

Going on with the list:
SMILES	N-glyco inh	H9c2 protect	ABHD5-PLIN5 inh	Granule exo inh	MC4R antag cAMP	CaV13 FRET inh	MC4R ag barr	ABCB6 inh 2	m5-HT2A agonist	PDI turbidity
O=C(NCCCN=C1NS(=O)(=O)c2ccccc21)c1ccc(S(=O)(=O)N2CCOCC2)cc1	0	-6	4	6	-2	-4	0.5	99	4	5
O=C(Nc1ccc(Br)cc1)N1CCCC(O)C1 (centres undefined)	-1	0	1	-1	-2	-2	-1.5	100	8	2
COc1ccc(NC(=O)CN(C)CC(=O)Nc2ccc(C)c(S(=O)(=O)N3CCCCC3)c2)cc1	-2	-3	-1	-1	11	-5	0.1	103	-2	6
Cc1cc(=O)c(C(=O)O)cn1-c1ccc(C(C)C)cc1	0	-2	-7	0	7	4	-4.5	99	1	27
O=C(NCCN1CCOCC1)c1ccc(NC(=O)C2COc3ccccc3O2)cc1 (centres undefined)	-1	10	-2	-7	5	-6	-1.9	95	-5	-2
Cc1ccc(-n2c(C)nc3c(cnn3-c3ccc(C)c(C)c3)c2=O)cc1C	-7	-34	-6	-4	3	-6	0.9	100	-3	-1
CC(C)(C#N)Nc1ccccc1	1	6	7	-4	-3	-9	-1.4	102	0	-4
CCNc1nc(ON=C(C)C)nc(N(C)C)n1	1	-1	0	6	15	-3	-1.6	102	6	-3
Cc1nc(CCNC(=O)Cc2ccc(Cl)cc2)cs1	0	0	10	-1	-2	39*	-1.7	97	4	.
CC(=O)c1cc(C#N)c(Oc2ccc(Cl)cc2Cl)nc1C	0	-3	2	-1	2	.	0.2	104	0	-8
O=C(O)C1CCC(=O)N1C(=O)OCc1ccccc1 (centres undefined)	3	0	1	-4	2	-13	-0.1	99	9	15
CN(C)c1cc(C(=O)N(C)c2ccccc2)ncn1	-2	0	3	2	2	-2	0.0	89	1	-5
CC1=NN(C(N)=S)C(=O)C1N=Nc1c(C)n(C)n(-c2ccccc2)c1=O (centres undefined)	-1	1	0	-20	-17	-2	0.1	91	-4	3
CC1CN(C(=O)c2cc(-c3ccc(Cl)s3)nc3ccccc23)CC(C)O1 (centres undefined)	24	-6	-3	6	13	-10	-0.8	99	1	1
Cc1ccc2nc(-c3ccc(SCC(=O)N4CCc5ccccc54)nc3)[nH]c2c1	8	-5	-3	-6	9	-5	-1.3	96	-2	-9
O=C(Cn1cncn1)c1ccc(F)cc1F	5	2	-1	-2	8	-3	0.7	99	4	-5
O=C(NC1CCN(Cc2ccccc2)CC1)c1ccc2c(c1)OCCCO2	-1	9	20	-17	10	0	2.8	100	-10	-3
COc1ccc(CCNC(=O)CCNC(=O)N2CC(=O)Nc3ccccc32)cc1	9	-2	9	0	12	-7	-0.7	95	2	1
CNC1(C(N)=O)CCN(Cc2ccccc2)CC1	-1	-1	4	-2	1	-10	-0.7	98	2	-3
CN(C)CCC1(C2=CCCC2)CC/C(=C/c2ccc(Cl)cc2)C1=O (centres undefined)	-8	-21	32*	17	8	-9	0.9	95	-6	-9

Compound activity (PubChem)
